Compound activity as filed in PubChem BioAssay.
yeast mlh1 rad18 – NCI yeast anticancer drug screen, S. cerevisiae mlh1 rad18 strain; AID 175; growth inhibition, % at 50 µM; 79,000 compounds, 11% hits;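 also: 0% = growth of vehicle-only cultures of the same strain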
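Growth inhibition of the yeast strain was measured after compound exposure and expressed relative to vehicle-treated controls. The strain carries defined defects in DNA damage repair.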
yeast rad50 – NCI yeast anticancer drug screen, S. cerevisiae rad50 strain | % growth inhibition at 50 µM | 79,000 compounds, 10% hits | AID 155;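 also: 0% = growth of vehicle-only cultures of the same strain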
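Compounds were tested on a yeast strain with an engineered DNA damage repair alteration; the reported value is growth inhibition normalised to vehicle treatment.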
bub3 – NCI yeast anticancer drug screen, S. cerevisiae bub3 mutant strain; growth inhibition, % at 50 µM; 78,000 compounds, 9.9% hits;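 also: 0% = growth of vehicle-only cultures of the same strain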
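Readout: yeast growth inhibition, expressed relative to vehicle-only wells. The test organism is a mutant strain from a panel with lesions in DNA repair or checkpoint genes.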
yeast sgs1 mgt1 – NCI yeast anticancer drug screen, S. cerevisiae sgs1 mgt1 strain; 78,000 compounds, 10% hits; % growth inhibition at 50 µM;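 also: 0% = growth of vehicle-only cultures of the same strain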
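Percent growth inhibition was derived by comparing compound-exposed mutant yeast with vehicle-exposed cultures. The strain carries alterations in DNA damage repair.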
yeast cln2 rad14 – NCI yeast anticancer drug screen, S. cerevisiae cln2 rad14 strain | growth inhibition, % at 50 µM | AID 165 | 78,000 compounds, 8.3% hits;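 also: 0% = growth of vehicle-only cultures of the same strain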
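Relative to vehicle controls, growth inhibition of compound-treated cln2 rad14 yeast was recorded.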
yeast mec2-1 – NCI yeast anticancer drug screen, S. cerevisiae mec2-1 strain. % growth inhibition at 50 µM. 79,000 compounds, 9% hits. AID 157;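 also: 0% = growth of vehicle-only cultures of the same strain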
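Mutant yeast (mec2-1) grown with compound; growth inhibition relative to vehicle control reported.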
Starred values were filed as active, the others as inactive; & = joins results of further samples. Rule as the data show it: active = growth inhibition above about 70%; inactive = the rest.

Below each compound: yeast sgs1 mgt1	bub3	yeast mlh1 rad18	yeast mec2-1	yeast cln2 rad14	yeast rad50
O=C(c1ccccc1)c1ccc2c(Cl)ccc3c2c1CC3
 : -9.8	7.6	-8.4	-21.3	12.8	-2.8
O=NCC(=O)OCc1ccccc1
 : -1.4	-3.2	-0.7	-27.9	-29.3	6.5
CC(C)NC(=O)OCc1c(COC(=O)NC(C)C)n(C)c2c1ccc1cc(Cl)c(Cl)cc12
 : 47.0	39.9	-23.1	50.7	11.3	33.4
O=C(O)CSc1ncnc2nc[nH]c12
 : 1.9	-5.2	-12.9	-30.2	27.6	1.6
CCCCCCCCCCCCS(=O)(=O)CCC(=O)c1ccco1
 : -6.8	6.5	7.6	20.1	9.3	29.4
Cc1sc2nc3n(c(=O)c2c1C)N=CN(c1ccc(F)cc1)C3
 : 8.8	-7.5	-32.6	-0.5	-17.1	0.8
Cc1cc(=O)n2c3c(cccc13)CCC2
 : -3.1	3.9	11.9	-1.5	7.2	26.3
CC(=O)N1C/C(=C\c2ccccc2)C(=O)/C(=C/c2ccccc2)C1
 : 79.5*	87.8*	78.9*	82.7*	67.5	84.9*
O=c1cc(-c2ccccc2)oc2cc(O)ccc12
 : 12.9	17.8	6.8	-2.4	21.3	19.9
Cc1cc(C[C@H]2O[C@@H]3OC(C)(C)O[C@@H]3[C@H]3OC(C)(C)O[C@H]32)c2ccccc2n1
 : 19.9	9.1	17.6	12.0	-4.2	-4.6
O=C1c2ccccc2C(=C(c2ccccc2)c2ccccc2)c2ccccc21
 : -10.3	5.3	-4.8	-19.5	10.6	29.1
O=S(=O)(Nc1nccs1)c1ccc(N=Cc2cn(Cc3ccccc3)c3ccccc23)cc1
 : 85.9*	9.5	52.4	36.4	27.4	82.3*
c1ccc([CH2][Sn]([CH2]c2ccccc2)([S]c2cccc3cccnc23)[S]c2cccc3cccnc23)cc1
 : 89.6*	93.0*	93.5*	92.5*	84.5*	94.2*
C=CCCCCCC
 : 7.7	8.0	3.7	-0.5	15.2	14.6
CCc1nc2cc(F)ccc2[nH]c1=O
 : 28.9	40.9	-7.5	24.2	21.4	17.3
COC(=O)[C@@H](NS(=O)(=O)CC12CCC(CC1)C2(C)C)C(C)(C)C
 : 25.7	10.9	58.6	26.1	21.4	14.2
O=c1oc(C(C(F)(F)F)C(F)(F)F)nc2ccccc12
 : 12.7	16.6	50.6	70.2*	12.3	36.1
OCCCNc1nc2c(Cl)cc(Cl)cc2c2ccccc12
 : 72.7*	76.2*	92.8*	15.4	19.4	50.0
CC(=O)Oc1cc(I)cc(C(=O)O)c1
 : -1.1	3.3	-10.4	9.8	-9.2	-10.0
COc1cc(C2c3cc4c(c(OC)c3CC3COC(=O)[C@@H]32)OCO4)cc(OC)c1O (stereo partly drawn)
 : 80.5*	82.8*	87.7*	86.2*	76.3*	85.9*
COC(=O)c1ccc(NN)cc1
 : 36.1	86.0*	40.9	61.0	46.1	65.8
C/C(CCCCCCCCCCCC/C(C)=N\Nc1ccc([N+](=O)[O-])cc1[N+](=O)[O-])=N/Nc1ccc([N+](=O)[O-])cc1[N+](=O)[O-]
 : -3.2	2.3	31.6	5.2	27.2	-15.8
O=C(CC1=NC2NN(c3ccccc3)C(=O)C2=C1CC(=O)c1ccc([N+](=O)[O-])cc1)c1ccc([N+](=O)[O-])cc1 (stereo not drawn)
 : 3.4	19.9	32.0	-11.4	2.7	42.1
CC(NC(=O)C(N)Cc1ccccc1)C(=O)NC1C(CO)OC(n2cnc3c(N)ncnc32)C1O (stereo not drawn)
 : 3.5	96.5*	69.5	76.9*	97.7*	32.2
COc1cc2nncc(SCc3ccc(Cl)c(Cl)c3)c2cc1OC
 : -7.8	-36.5	-24.9	5.1	-30.2	17.6
CCN(CC)C(=O)N1CCN(C)CC1
 : -3.6&1.4	9.7&-1.1	-8.0&15.2	-4.6&-26.9	5.8&-41.1	-15.6&26.1
O=C1c2ccccc2C(=O)N1OCc1cccc(C(F)(F)F)c1
 : 30.6	14.6	27.6	11.1	22.9	15.4
C/C(N=NC(=S)N1CCCC1)=C1\C=CC=CN1O
 : 15.4	8.0	22.9	-8.3	-5.6	5.5
ClCCCCCOCCCCCCl
 : -1.5	-4.8	-1.1	1.2	-11.7	8.2
O=C1C2CCCCC2C(=O)N1O (stereo not drawn)
 : 18.8	1.4	9.2	-1.5	16.6	60.1
CC(CN1CCCC1)OC(=O)C(c1ccccc1)C1C=CCCC1 (stereo not drawn)
 : 35.0	-1.8	13.6	4.3	-31.2	-3.7
COc1cc2cc3c(c(O)c2c(O)c1/C=C/C(C)C)C(=O)CC(C)(OC(C)=O)C3 (stereo not drawn)
 : 36.5	18.8	74.2*	8.9	30.4	36.3
CC(=O)OC1CC2CCCCC2CC1[N+](C)(C)C (stereo not drawn)
 : 13.8	3.3	-35.8	7.3	-1.1	2.2
CC(C(=O)O)C1=C(c2ccccc2)CCc2ccccc21 (stereo not drawn)
 : -5.0	9.2	-19.2	2.9	28.5	-14.2
Cc1noc(/N=C/c2ccccc2)c1C
 : -5.3	4.4	-2.5	-5.5	-28.1	-6.8
CCN(CC)C(=O)C(C)O (stereo not drawn)
 : 10.4	22.3	10.5	0.6	18.2	10.6
Cc1cc(C)cc(OC(/C=N/Nc2ccc([N+](=O)[O-])cc2[N+](=O)[O-])C(C)(C)C)c1 (stereo not drawn)
 : 8.4	5.2	7.8	3.3	8.3	33.5
C1=C(c2ccccc2)c2ccccc2CC1
 : -0.3	2.2	3.0	-7.2	-3.5	-10.3
COc1cccc(/C=N/NC(=S)NC2CC3CCC2C3)c1O (stereo not drawn)
 : -3.4	-13.9	-3.5	-33.1	-9.9	-21.6
N#Cc1ccc2c(c1)-c1cc(C#N)ccc1C2(O)c1ccccc1
 : -0.5	-1.4	-18.4	-16.2	-67.8	2.3
Cc1cc(Cl)ccc1N=Cc1ccc(C=Nc2ccc(Cl)cc2C)cc1
 : -5.0	10.8	-0.5	3.6	-1.6	14.2
OCCCN=C1N=C(Cl)/C(=C\c2ccccc2)N1
 : 16.4	12.1	-20.4	-12.6	17.5	9.1
NS(=O)(=O)N1CN(S(N)(=O)=O)CN(S(N)(=O)=O)C1
 : 2.6	9.8	13.4	4.1	-18.6	-3.4
CC12CCCC(C(=O)O)(C1)[C@H](C(C)(C)C(=O)O)CC2 (stereo partly drawn)
 : -15.7	-4.2	-10.8	-40.9	8.8	-29.5
C/C=C/C=C1/OC(C)=C(C(C)=O)C1=O
 : -13.8	4.6	-60.9	-10.6	2.2	-20.1
CCOc1cc(C(C)c2ccc(OC)cc2)c(OCC)cc1OC (stereo not drawn)
 : -4.7	11.4	7.6	-7.0	-19.8	-3.2
CCCC/C=C/C1C=CC(CCCCCCCC(=O)OCC)C(C(=O)OCC)C1 (stereo not drawn) (tested in a mixture with another compound)
 : 20.0	2.2	-13.4	8.8	17.4	21.0
CCC1(O)C[C@@]2(CCCCC2I)OC1=O (stereo partly drawn)
 : 19.1	11.9	16.0	2.6	7.6	26.6
COc1ccc(CCNC(=O)c2cccc(Cl)c2)cc1OC
 : -23.1	-22.0	-12.2	-28.9	-44.6	-7.0
Cc1ccc([N+](=O)[O-])cc1NC(=O)/C(CC(=O)c1sc(C(N)=S)nc1C)=N\N
 : 16.6	21.3	21.2	4.7	15.4	20.0
OCCCCCC1CCCCC1
 : 19.0	15.7	-10.6	9.7	-28.2	-3.0
O=C(Cl)C1CC=C2c3ccccc3CCC2C1C(=O)Cl (stereo not drawn)
 : 8.1	15.1	-5.5	19.1	-3.0	0.8
CN1CCN(C(=O)CCN2c3ccccc3Sc3ccccc32)CC1
 : 15.0	2.5	36.2	9.3	13.3	13.9
CCOc1ccc(NC(=O)C2=C(C)NC(C)=C(C(=O)Nc3ccc(OCC)cc3)C2c2ccccc2)cc1
 : -20.9	-16.2	-18.2	-7.4	-17.1	-22.9
CN(C)c1cccc([N+](=O)[O-])c1
 : -44.6	-35.4	-48.8	-11.0	-32.5	-54.5
CCCCC(CC)C(C(C)=O)N(C)C (stereo not drawn)
 : 13.1	4.5	4.8	-9.4	8.7	33.1
CC(C)OP(=O)(OC(C)C)C(=Nc1ccccc1)NNc1ccc([N+](=O)[O-])cc1
 : 22.7	43.6	44.0	16.6	-18.8	71.1*
CC(O)CCC1CCCO1 (stereo not drawn)
 : 2.6	35.7	-1.1	2.8	-8.7	7.0
Oc1ccc(SCc2ccc(NCc3ccccc3)cc2)cc1
 : 77.7*	87.3*	79.8*	87.1*	49.4	66.8
ON(CCc1ccncc1)Cc1ccccc1
 : -20.1	-56.3	15.5	-31.1	3.0	1.6

Carrying on.
Below each compound: yeast sgs1 mgt1	bub3	yeast mlh1 rad18	yeast mec2-1	yeast cln2 rad14	yeast rad50
O=C1CCC(c2nc3ccccc3o2)C(=O)N1 (stereo not drawn)
 : -10.6	-11.2	-13.7	-20.5	0.7	-5.1
CCN(CCO)CC1CCCC2CCCCC21 (stereo not drawn)
 : -16.4	-0.8	4.5	-10.8	-1.2	-4.6
O=C(C#Cc1ccccc1)[O][Sn]([c]1ccccc1)([c]1ccccc1)[c]1ccccc1
 : 99.4*	99.1*	99.2*	99.2*	99.2*	99.0*
Cc1ccc(-c2cc(O)c3nc4ccccc4n3c2)cc1
 : -31.4	-18.5	-24.1	-10.1	-22.9	-36.4
CC(C)C1OC2(C)OC(=N)C1(C#N)C(C#N)(C#N)C2C (stereo not drawn)
 : -18.5	-17.5	-13.8	2.2	-10.7	-0.8
Cc1cc[n+](C)cc1C
 : -23.0	12.3	-14.6	-11.4	-54.9	-7.6
CN(CC(=O)Nc1ccccc1C(=O)O)c1ccccc1
 : 3.9	10.2	18.9	5.2	0.1	-3.5
Cc1nc2nc[nH]n2c1N=Nc1ccccc1
 : -9.5	7.5	9.5	-2.5	-13.0	-28.3
COc1cc(-c2nn(CN3CCOCC3)c(=S)n2C)cc(OC)c1OC
 : -0.2	1.2	-2.8	12.2	13.2	3.2
O=C(O)CC(CC(=O)O)c1ccc2c(c1)OCO2
 : -3.7	-35.8	-13.1	-20.9	-1.2	-32.6
COC(=O)CC(C(C(=O)OC)C(=O)OC)N1C(=O)OC(c2ccccc2)C1c1ccccc1 (stereo not drawn)
 : -3.0	-18.0	3.4	-10.5	9.4	7.8
Cc1ccc(S(=O)(=O)N2CCCCN(S(=O)(=O)c3ccc(C)cc3)Cc3ccccc3OCCOCCOc3c4cccc3Cc3cccc5c3OCCOCCOc3ccccc3CN(S(=O)(=O)c3ccc(C)cc3)CCCN(S(=O)(=O)c3ccc(C)cc3)Cc3ccccc3OCCOCCOc3c(cccc3C4)Cc3cccc(c3OCCOCCOc3ccccc3C2)C5)cc1
 : -20.9	-11.2	-82.8	-25.9	11.8	-18.6
CCCCCCCCCCCCSC1=CC(=O)C(SCCCCCCCCCCCC)=CC1=O
 : -5.6	-4.5	-34.1	-6.5	-13.2	-15.8
COc1cccc(CCCNC(=O)Cc2cc(OC)c(OC)cc2CO)c1
 : -9.8	-22.6	-41.1	-16.4	-6.5	45.0
COC(=O)C1(CC(=O)c2ccccn2)NC(=S)NC(=O)C1C#N (stereo not drawn)
 : -15.3	-20.5	-1.0	-11.2	-9.5	7.7
CCOC(=C\C(=O)NC)/C=C/c1ccc([N+](=O)[O-])cc1
 : -6.1	5.8	-3.5	0.7	-18.4	-5.8
Oc1ccc(-c2csc(NNC3=NC/C(=C/c4ccc5c(c4)OCO5)S3)n2)cc1O
 : 40.4	21.1	40.8	-16.9	-11.4	30.9
O=C(c1ccccc1)C1CC2C=CC1C2 (stereo not drawn)
 : 2.4	-0.7	17.2	-8.2	36.9	4.3
